ADAM10 inh: inhibitors of human ADAM10; O14672; recombinant ADAM10, EDANS/DABCYL FRET peptide cleavage, 3 h; inhibition, % at 7 µM; 370,000 tested, 0.62% active;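 active means inhibition above a per-campaign cutoff equal to the mean of compounds falling between control-based bounds plus 3 SD, cut at about 20% in these data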;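 further: 0% = DMSO wells while the 100% control is not disclosed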
rCAG binder: binds r(CAG) RNA repeats; r(CAG) RNA repeat, TO-PRO-1 dye displacement fluorescence; inhibition, % at 3 µM; 370,000 tested, 1.3% active;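 active means inhibition above the plate cutoff, the mean of all test compounds on that plate plus 3 SD, cut at about 35% in these data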;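 further: 0% = DMSO alone and 100% = 100 µM mitoxantrone as full dye displacement; higher means more dye released from RNA so lower well fluorescence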
GC-B act: GC-B (human) receptor activation. P20594. HEK293-GC-B cells, CNP EC30, cGMP TR-FRET; 0% at EC30 CNP, 100% saturating CNP. activation, % at 10 µM. 370,000 tested, 0.11% active. AID 1920062;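 active means activation at 10 µM reaching about 35% in either raw or pattern-adjusted values, limit read from the data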
ASAP1 GAP inh: ASAP1 ArfGAP inhibition; Q9ULH1; ASAP1-stimulated ARF1 GTP hydrolysis, GDP FP detection; inhibition, % at 16.5 µM; 360,000 tested, 0.19% active; AID 624377; in the data active means inhibition above about 25%;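 further: 0% = vehicle with enzyme and substrate and 100% = no enzyme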
proKLK7 act: activators of human kallikrein-7 zymogen | purified proKLK7, EDANS-DABCYL substrate fluorescence; 100% is mature enzyme control, 0% vehicle | activation, % at 7 µM | 370,000 tested, 0.9% active | AID 652039;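 active means activation above the mean of all tested compounds plus 3 SD, computed per campaign excluding outliers beyond control limits, cut at about 13% in these data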
Tn6 DDE FP: disrupts Tn6 cyclic peptide binding to fibrin D-Dimer-E complex; P02675; Fibrin DD(E) TRITC-Tn6 fluorescence polarization displacement; inhibition, % at 8.3 µM; 370,000 tested, 0.21% active;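 active means inhibition above a per-campaign cutoff: mean of compounds within control limits plus 3 SD, cut at about 15% in these data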;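 further: 0% = median of all compound wells on the plate and 100% = blocking peptide control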
FXN GAA850 act: frataxin GAA850 promoter activation | HEK293 lucGAA850 FXN promoter luciferase reporter, 24 h; percent of 10 µM SAHA response | activation, % at 6 µM | 360,000 tested, 0.56% active | AID 540364;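 active means activation above the average of all compounds screened plus 3 SD, cutoff fixed separately per campaign, cut at about 7.5% in these data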;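 further: 0% = DMSO wells and 100% = 10 µM SAHA wells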
GC-A act: GC-A (human) enzyme activation; P16066; HEK293 GC-A cells, cGMP TR-FRET, EC30 ANP; 0% at EC30 ANP, 100% saturating ANP; activation, % at 10 µM; 370,000 tested, 0.14% active; in the data active means activation above about 40%
sPLA2-III inh: Inhibits HGIII-sPLA2 liposome hydrolysis, primary screen. Q9NZ20. QFRET BODIPY PC-A2 liposome hydrolysis, fluorescence. inhibition, % at 12.2 µM. 370,000 tested, 0.56% active. AID 743126;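 active means inhibition above mean plus 3 SD of compounds lying within the high and low control bounds, cut at about 19% in these data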;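 further: 0% = median of test compound wells and 100% = no enzyme DMSO wells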
ARFGAP1 inh: inhibits rat ARF GTPase activating protein 1 | Arfgap1-stimulated ARF1 GTP hydrolysis, GDP FP detection | inhibition, % at 16.5 µM | 360,000 tested, 0.26% active | AID 651572;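 active means inhibition above a per-plate limit, mean inhibition of low control wells plus 3 SD, cut at about 25% in these data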;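 further: 0% = DMSO wells with enzyme and 100% = wells lacking Arfgap1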
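Assay system: purified rat His6-Arfgap1 residues 1-136 (GAP domain); Reagent: human Δ17 ARF1 bound to GTP; Dosing: 16.5 µM single point, 1.26% DMSO; Times: GTP hydrolysis reaction 2 h at 25 °C; Signal: FP, GDP Alexa 633 tracer displaced from anti-GDP antibody, 620/688 nm; Measure: % inhibition from polarization.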
* marks the source's active call; other numbers are inactive results; x = not tested or not shown.

SMILES	ADAM10 inh	rCAG binder	GC-B act	ASAP1 GAP inh	proKLK7 act	Tn6 DDE FP	FXN GAA850 act	GC-A act	sPLA2-III inh	ARFGAP1 inh
CC(=O)N1CCN(CCN=CC2=C(O)CC(c3ccco3)CC2=O)CC1 (configuration not stated)	-4	0	0	4	0.4	1	3.1	1	-4	5
COC(=O)Cc1ccccc1NS(=O)(=O)c1ccc(C)cc1	-4	2	0	-5	0.1	-13	x	2	-4	4
c1cnc(SCCOc2cccc3ccccc23)nc1	-2	-3	-4	-10	0.2	5	4.7	-1	-4	-9
O=C(O)CCSc1nc2ccccc2s1	-8	3	-1	-2	0.4	-2	-11	0	4	-5
CC1(C)CC(=O)C=C(c2ccccc2CO)C1=O	-10	5	1	2	0.3	8	-0.7	3	10	2
CCCCN1C(=O)/C(=C/C=C2\SCCN2C)SC1=S	15	-66	-1	-3	-0.2	-14	9.8*	-7	-12	0
COc1ccc(C)cc1S(=O)(=O)N1c2ccc(C)cc2C2CN(C)CCC21 (configuration not stated)	-1	1	-7	-14	-0.1	12	1.3	-13	-1	-4
COC(=O)c1ccc(NC(=O)c2nc(S(=O)(=O)Cc3cccc(C)c3)ncc2Cl)cc1	-5	8	3	2	-0.5	4	4.9	9	-10	3
CCOc1ccc(OCCN2C(=O)c3ccccc3C2=O)cc1	-8	0	1	3	-0.3	11	3.7	-1	12	15
COc1cccc(OC)c1C(=O)Nc1ccc(C(=O)NCc2ccccc2)cc1	-9	-6	-6	-6	0.2	1	0.7	3	-4	-6
CCC(=O)Nc1nnc(S(=O)(=O)N2CCCC2)s1	-9	2	5	0	-0.6	-2	1.6	3	-2	2
Cc1ccsc1/C=N\Nc1cn[nH]c(=O)c1Cl	2	2	4	3	-0.6	-2	3.5	-5	5	0
CCC(C)[C@@H](C(=O)OC)N(CCc1cn(Cc2ccccc2)nn1)S(=O)(=O)c1ccccc1Br (some centres not stated)	17	3	-7	x	0.3	7	x	-3	-22	x
COCCNc1nc(NCCCN2CCCC2=O)c2sc(-c3ccccc3)cc2n1	-180	-1	2	19	-0.8	8	-1.2	18	-2	2
CCN(CC(=O)Nc1ccccc1C(F)(F)F)C(=O)c1oc2ccc(OC)cc2c1C	-30	-3	0	-4	1.7	-8	4.4	1	-4	2
Cc1ccc(-c2nnc(NC(=O)c3ccco3)o2)c(C)c1	0	7	-4	-7	0.3	-1	2.3	-5	-1	-1
CC(C)(C)c1csc(NC(=O)C2COc3ccccc3O2)n1 (configuration not stated)	0	-7	3	-6	-0.2	4	4.9	2	-4	1
COc1ccc(NC(=O)CNC(c2ccccc2)c2ccccc2)cc1Cl	0	-1	-5	3	-0.1	-3	2.1	-2	-16	11
N#C/C=C/C(=C\Nc1ccc(Cl)cc1)S(=O)(=O)c1ccccc1	-24	3	6	4	0.3	1	1.2	1	5	-9
CC(=O)c1ccc(NC(=O)c2ccn(C(=O)OCC(C)C)n2)cc1	3	-1	0	10	-0.1	1	2.1	-1	3	6
Cc1ccc(-c2nnn(CC(=O)N(CC(=O)NCc3ccccc3)c3cccc(C)c3C)n2)o1	11	-8	-1	10	0.5	-1	-1.1	1	-16	0
COc1ccc(OCCC(=O)OCC(=O)NC(=O)NC(C)(C)C)cc1	0	-10	-5	10	-0.3	6	0.8	5	-1	23
COc1ccccc1C(=O)NC(=O)OCCn1c(C)cnc1[N+](=O)[O-]	0	-1	-2	0	0.3	8	0.0	1	-3	17
CCCn1c(C)nc2cc(Cl)c(N3CCN(c4nc(-c5ccc(C)cc5)cs4)CC3)cc21	3	3	-3	2	0.7	5	-1.3	-2	3	6
COc1nc(N)nc2c1ncn2[C@@H]1O[C@H](CO)[C@@H](O)[C@@H]1O	-3	0	-7	x	0.1	3	x	4	3	x
CCN(CC)c1ccc(CN2CCC(C(=O)NCc3ccc(C)cc3)CC2)cc1	-1	-8	-5	-3	-0.9	2	0.0	-6	-7	0
COc1ccc(NC(=O)Cn2nnc(-c3ccccc3NC(=O)c3ccco3)n2)cc1	0	8	15	-1	-1.2	-7	-6.8	-13	-2	13
CCCCCC[C@@H]([C@@H](C)O)n1cnc2c(N)ncnc21	-15	-1	-10	17	-0.1	-3	2.6	-1	1	-1
COc1ccc(NC(=O)CCNS(=O)(=O)c2ccc(Cl)c([N+](=O)[O-])c2)cc1S(N)(=O)=O	3	8	3	-9	0.1	-3	1.3	6	-8	-5
CCOC1=C2[C@@H](CN(S(=O)(=O)c3ccc(C)cc3)[C@H]2c2cccs2)[C@H]2C(=O)N(c3ccccc3)C(=O)[C@H]2C1	-4	7	-5	7	-0.4	-3	x	-4	2	9
CSc1nc(O)c(C(c2ccccc2)c2c(O)nc(SC)[nH]c2=O)c(=O)[nH]1	5	0	7	11	0.2	-6	-0.6	0	1	-6
O=C1NCCCC2c3c(cc(Br)c(O)c3Br)OC12N1CCOCC1 (configuration not stated)	-2	0	4	-5	-0.2	2	-1.9	1	5	6
CCCCCNC(=O)CCn1c(=O)oc2ccccc21	-7	-4	2	-12	-0.4	5	1.8	2	2	9
O=C(CN1CCCC1)Nc1ccc(Br)cc1	1	0	0	-3	-0.1	-1	2.3	-3	-6	-1
Cc1cc(SCC(=O)NC2CC2)nc2ccccc12	-7	1	7	-6	-0.5	-1	1.7	3	7	-3
N#Cc1cccc(NC(=O)Cn2c3[n+](c4ccc(C(F)(F)F)cc42)CCCCC3)c1	2	12	2	-13	-0.4	2	-1.4	4	0	9
CCOc1ccc(NC(=O)CCc2nnc3ccc(N4CCC(C)CC4)nn23)cc1	-3	-4	-4	-17	-0.1	4	-0.2	-3	-2	10
CC(C)OC(=O)N(C)C[C@@H]1OCc2cn(nn2)CCCC(=O)N([C@@H](C)CO)C[C@H]1C	-3	3	0	-11	0.2	2	-2.2	7	4	8
Cc1oc(-c2ccc(Cl)cc2)nc1CS(=O)CC(=O)NCCN1CCCCCC1 (configuration not stated)	0	2	-3	7	-0.6	-2	-0.4	24	3	-4
CC(C)Oc1ccc(S(=O)(=O)N2CCOCC2)cc1NC(=O)CSc1nnc(C2CC2)n1C	0	8	2	-2	0.1	-4	1.4	4	-2	-9
COc1ccc(-n2c(Cc3cccn3C)nnc2SCC(=O)NCCc2ccccc2)cc1	-7	-3	-4	0	0.7	-1	-1.3	-1	-22	1
Cc1sc2c(c1C)c(=O)n(-c1cccc(C(F)(F)F)c1)c(=O)n2CC(=O)NCc1ccco1	2	0	4	3	0.4	2	-0.6	-1	-4	5
Cc1ccn2c(=O)cc(C)nc2c1	-74	-1	0	3	-0.4	-4	-1.2	-1	2	-1
O=C(C[C@@H]1C/C=C\C[C@@H](Cc2ccc(F)cc2)C(=O)OC[C@H]2CCCN2C1=O)NCCO	-5	-1	3	-4	1.6	-4	0.3	1	-4	6
Cc1ccc(-c2nc3cc(N)ccc3o2)c(C)c1	-183	1	-10	-1	2.0	-1	-0.3	23	-8	7
O=C(Nc1ccccn1)c1ccc2c(c1)OCO2	2	-1	1	4	-0.1	-1	3.5	0	1	-9
Cc1cc(/C=C(\C#N)C(=O)O)c(C)n1-c1ccc(Br)cc1	-6	13	-9	-9	0.4	1	2.3	2	-8	-19
COc1nc(Nc2ccc(C(C)=O)cc2)nc(OC)n1	4	6	-2	13	0.0	1	4.2	6	-4	4
CC(=O)NCCNc1nc2c(-c3cccc(C)c3)nnn2c2ccccc12	-24	2	5	-2	-5.7	0	0.5	1	1	-4
FC(F)C(F)(F)Oc1cccc(-c2n[nH]c(=S)n2Cc2ccccc2)c1	5	12	1	-13	0.4	-4	1.4	-4	3	3
O=C(CSCc1ccccc1)Nc1ccc2c(c1)OCO2	-7	7	8	19	0.1	0	1.3	-6	-6	0
O=C(NNC(=O)C1CCN(c2ncccn2)CC1)c1ccccc1	-17	-1	2	8	0.3	-2	-0.9	-1	-2	4
COc1cccc(/C=N/Nc2ccc([N+](=O)[O-])cc2)c1O	3	19	-1	16	-0.2	-11	8.1*	0	-21	7
O=C(Cc1ccc(-n2c(=O)c3sccc3n(CC(=O)Nc3ccccc3)c2=O)cc1)NCc1ccco1	4	6	-1	9	0.4	6	3.5	1	-9	-6
CCOc1ccc(S(=O)(=O)Nc2ccccc2C(=O)NCC2CCCO2)cc1 (configuration not stated)	-138	10	-3	-14	-1.7	-5	1.2	2	-7	1
COCCNc1nc(Oc2ccccc2)c2sccc2n1	-76	-1	-5	-10	0.2	5	4.1	-6	-8	-8
Cc1cc([N+](=O)[O-])cnc1Sc1nccn1C	0	-1	-2	-7	0.1	5	0.0	2	-1	-5
N/C(=N\OC(=O)CCC1CCCCC1)c1ccc([N+](=O)[O-])cc1	3	1	0	4	-0.9	0	-0.4	4	1	-5
Cc1c(OC(C)C(=O)NCCCN2CCOCC2)ccc2c3c(c(=O)oc12)CCCC3 (configuration not stated)	-123	-6	-2	5	-4.8	-2	0.8	5	3	16
COCCn1c(=O)[nH]c2cc(C(=O)N3CCN(c4cccc(C(F)(F)F)c4)CC3)ccc2c1=O	3	-1	3	11	0.1	-6	-1.3	-9	-6	-1

(list continues)
SMILES	ADAM10 inh	rCAG binder	GC-B act	ASAP1 GAP inh	proKLK7 act	Tn6 DDE FP	FXN GAA850 act	GC-A act	sPLA2-III inh	ARFGAP1 inh
C/C(=N/NC(=O)c1ccc(Br)s1)c1cccnc1	6	5	-7	-1	-2.5	-1	4.3	2	-2	-1
COc1ccc(-c2nnc(Nc3nc4c(OC)cccc4s3)o2)c(OC)c1	-152	51*	-5	16	-7.0	-17	9.0*	-2	-21	18
Cc1occc1C(=O)N/N=C/c1ccccn1	-3	0	-3	-5	-0.1	-4	3.4	2	2	5
Cc1cc(OCC(=O)NC2CC2)c2c(C)c(C)c(=O)oc2c1	-196	-1	1	-7	5.7	14	-1.1	4	6	-7
Cc1cc(NC(=S)Nc2cccc3ccccc23)n[nH]1	-35	1	-2	-3	2.7	6	1.6	2	14	2
COc1ccc2c(c1)[C@@H](NC(=O)c1ccncc1)[C@@H]1Cc3ccccc3[C@H]21	-5	3	-3	3	0.2	0	x	-1	1	9
CN1Cc2cccc3c2C(Cc2ccccc2S3)C1 (configuration not stated)	7	-4	9	-7	-0.8	-1	0.7	13	-15	2
CCc1nc(OCc2ccco2)c2sc3nc4c(cc3c2n1)COC(C)(C)C4	-15	5	-1	-6	0.2	-6	-2.4	2	-4	-6
Cc1cccc(CN(Nc2ccccc2)c2ccccc2)n1	-13	-1	-6	0	0.1	-3	-1.0	-10	4	5

3 successive entries from above, quoted:
SMILES	ADAM10 inh	rCAG binder	GC-B act	ASAP1 GAP inh	proKLK7 act	Tn6 DDE FP	FXN GAA850 act	GC-A act	sPLA2-III inh	ARFGAP1 inh
COc1ccc(-c2nnc(Nc3nc4c(OC)cccc4s3)o2)c(OC)c1	-152	51*	-5	16	-7.0	-17	9.0*	-2	-21	18
Cc1occc1C(=O)N/N=C/c1ccccn1	-3	0	-3	-5	-0.1	-4	3.4	2	2	5
Cc1cc(OCC(=O)NC2CC2)c2c(C)c(C)c(=O)oc2c1	-196	-1	1	-7	5.7	14	-1.1	4	6	-7

From PubChem BioAssay

Compounds as they come; any-hit rate near 4.5%.
